Assay outcomes from PubChem BioAssay.
p97 ATPase inh: inhibitors of human p97 ATPase. P55072. recombinant p97 ATPase, Kinase-Glo ATP luminescence, 3 h. inhibition, % at 8 µM. actives 0.42% (n = 220,000). AID 1481; in the data active = inhibition above about 15%;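 note: 0% = DMSO vehicle and 100% = wells lacking enzyme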
EBV gp42 inh: inhibitors of Epstein-Barr virus glycoprotein 42. Fluorescence polarization binding assay, mP read-out. actives 0.42% (n = 220,000). inhibition, % (tested at 21.74 µM). Q1HVG2; in the data active = inhibition above about 50%
Target sequence (Q1HVG2 whole entry, looked up): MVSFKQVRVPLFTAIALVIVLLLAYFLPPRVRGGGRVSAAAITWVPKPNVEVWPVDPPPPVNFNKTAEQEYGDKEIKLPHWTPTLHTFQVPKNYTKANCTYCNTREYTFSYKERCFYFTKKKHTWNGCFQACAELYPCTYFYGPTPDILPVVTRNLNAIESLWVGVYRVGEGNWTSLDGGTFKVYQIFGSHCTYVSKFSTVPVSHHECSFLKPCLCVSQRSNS
m-calpain inh: inhibitors of pig calpain II. AID 1236. purified calpain II, fluorogenic peptide substrate, 30 min. inhibition, % at 16 µM. actives 0.37% (n = 220,000);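 active = inhibition above about 50%, limit read from the data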
TbHK1 inh: T. brucei hexokinase 1 inhibition; recombinant TbHK1, G6PDH-coupled NADH A340; inhibition, % at 10 µM; actives 0.11% (n = 220,000);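 active = inhibition of 50% or more in the single-dose primary screen; inactive = inhibition below 50%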
Furin inhibitor: inhibitors of human furin. P09958. purified furin, fluorogenic substrate cleavage. inhibition, % at 30 µM. actives 0.061% (n = 220,000); in the data active = inhibition above about 25%; note: inactives centre near -15
Runt-CBFb FRET: Runt domain-CBFb interaction inhibition; actives 0.46% (n = 220,000); inhibition, % at 20 µM; Q01196+Q13951; Cerulean-Runt/Venus-CBFb FRET ratio 530/480, 1 h;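 active = inhibition over about 50% at 20 µM in the single-dose screen, limit read from the data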;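 note: 0% = DMSO wells and 100% = excess unlabeled CBFb competitor control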
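Assay system: Cerulean-tagged RUNX1 Runt domain (FRET donor) fusion protein / Amount: 100 nM each of Venus-CBFb and Cerulean-Runt domain / Medium: Tris buffer pH 7.5 with salts and BSA / Also added: Venus-CBFb 100 nM / Schedule: 1 h complex formation plus 1 h compound treatment, room temperature / Signal: FRET fluorescence / Read-out: loss of energy transfer signal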
p47phox inh: blocks human p47phox regulatory protein of NADPH oxidases | P14598 | p47phox/p22phox peptide binding, fluorescence polarization, 2 h | inhibition, % at 24.7 µM | actives 0.53% (n = 220,000) | AID 1274;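 active = inhibition above about 30%, limit read from the data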;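 note: 0% = p47phox with labelled peptide and 100% = labelled peptide alone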
Target sequence (P14598 whole entry, looked up): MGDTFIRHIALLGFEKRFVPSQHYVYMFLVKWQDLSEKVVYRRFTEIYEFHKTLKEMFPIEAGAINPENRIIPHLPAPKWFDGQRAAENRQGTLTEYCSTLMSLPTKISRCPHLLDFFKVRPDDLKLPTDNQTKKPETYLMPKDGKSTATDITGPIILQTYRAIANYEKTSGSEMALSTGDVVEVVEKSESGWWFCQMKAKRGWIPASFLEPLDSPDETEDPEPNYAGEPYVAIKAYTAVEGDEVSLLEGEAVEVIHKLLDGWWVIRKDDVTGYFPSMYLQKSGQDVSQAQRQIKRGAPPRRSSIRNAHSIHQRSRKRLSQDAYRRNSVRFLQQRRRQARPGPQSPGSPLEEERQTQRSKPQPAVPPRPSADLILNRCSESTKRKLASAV
RBBP9 inhibitor: blocks human serine hydrolase RBBP9; O75884; recombinant RBBP9, FP-Rh probe fluorescence polarization; inhibition, % at 7.94 µM; actives 0.2% (n = 220,000); AID 1515;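 active = inhibition above the campaign mean of all tested compounds plus 3 SD, cut at about 14% in these data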;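 note: plate controls were DMSO wells with RBBP9 for no effect and wells lacking RBBP9 protein for full effect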
Target sequence (O75884 whole entry, looked up): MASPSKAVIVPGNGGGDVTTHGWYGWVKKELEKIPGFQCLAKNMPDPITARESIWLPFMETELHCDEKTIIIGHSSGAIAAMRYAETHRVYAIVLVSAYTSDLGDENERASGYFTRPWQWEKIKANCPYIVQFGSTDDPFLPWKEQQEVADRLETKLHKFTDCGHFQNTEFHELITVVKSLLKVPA
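Measured by – fluorescence polarization · Test system – RBBP9 protein · Input – 2.5 µM RBBP9 dispensing solution, before mixing · Measure – percent inhibition from mP, scaled between DMSO and no-protein wells · Benchmarks – DMSO-treated enzyme wells and wells lacking RBBP9 · Times – preincubation 30 min plus labeling 45 min at 25 °C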
Runt-SMMHC FRET: blocks binding of human RUNX1 Runt domain to CBFb-SMMHC | Q01196+Q13951 | actives 0.74% (n = 220,000) | Cerulean-Runt/Venus-CBFb-SMMHC FRET ratio 530/480, 1 h | inhibition, % at 20 µM;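 active = mean inhibition across duplicate retests at 20 µM reaching about 50%, limit read from the data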;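 note: 0% = DMSO wells and 100% = wells with excess untagged CBFb-SMMHC; inhibitors lower the FRET ratio by blocking Runt binding to CBFb-SMMHC; some results filed as inactive read as strong as hits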
* = called active by the depositor; [ ] = dose if it differs, or a comment.

O=C(OCn1ncc(Br)c(Br)c1=O)c1ccccc1Cl was read as p97 ATPase inh 5, EBV gp42 inh -1, m-calpain inh -49, TbHK1 inh -1, Furin inhibitor -1[20 µM], Runt-CBFb FRET 6, p47phox inh -11, RBBP9 inhibitor -9 and Runt-SMMHC FRET 3.
`Cc1ccc(CN2CCN(Cc3c(C)nn(C(C)C)c3C)CC2CCO)o1` (stereo not drawn) gave p97 ATPase inh 3, EBV gp42 inh -3, m-calpain inh -15, TbHK1 inh 10, Furin inhibitor -21, Runt-CBFb FRET 0, p47phox inh -3, RBBP9 inhibitor -9 and Runt-SMMHC FRET 2.
`COc1ccc(Nc2cc(C(=O)N3CCc4ccccc4C3)c3ccccc3n2)c(OC)c1` gave p97 ATPase inh 3, EBV gp42 inh 9, m-calpain inh -75, TbHK1 inh -5, Furin inhibitor -12, Runt-CBFb FRET 0, p47phox inh -11, RBBP9 inhibitor -1 and Runt-SMMHC FRET -5.
Screening O=C(NCCCN1CCCC1=O)c1ccc2c(=O)n(-c3ccccc3F)c(=S)[nH]c2c1 returned p97 ATPase inh 6, EBV gp42 inh -13, m-calpain inh -83, TbHK1 inh -6, Furin inhibitor -24, Runt-CBFb FRET 1, p47phox inh -4, RBBP9 inhibitor -9 and Runt-SMMHC FRET 0.
CC(OC(=O)c1nsc(Cl)c1Cl)C(=O)NCc1ccco1 (stereo not drawn) was read as p97 ATPase inh -4, EBV gp42 inh -7, m-calpain inh -34, TbHK1 inh 6, Furin inhibitor -28, Runt-CBFb FRET 1, p47phox inh 3, RBBP9 inhibitor -9 and Runt-SMMHC FRET -1.
Screening COc1ccc(OCC(=O)Nc2ccc3c(c2)nc(CN2CCCC2)n3C)cc1 returned p97 ATPase inh -7, EBV gp42 inh -15, m-calpain inh -4, TbHK1 inh -7, Furin inhibitor -15[20 µM], Runt-CBFb FRET 7, p47phox inh -11, RBBP9 inhibitor -7 and Runt-SMMHC FRET 3.
`CC(=O)Nc1ccc(OC(=O)c2c(-c3ccccc3Cl)noc2C)cc1` gave p97 ATPase inh -6, EBV gp42 inh -2, m-calpain inh 11, TbHK1 inh 1, Furin inhibitor -3, Runt-CBFb FRET -4, p47phox inh 0, RBBP9 inhibitor 0 and Runt-SMMHC FRET -1.
Screening OC(c1ccc2c(c1)OCO2)c1nccc2ccccc12 (stereo not drawn) returned p97 ATPase inh 6, EBV gp42 inh -14, m-calpain inh 9, TbHK1 inh -2, Furin inhibitor -11, Runt-CBFb FRET 3, p47phox inh -4, RBBP9 inhibitor 5 and Runt-SMMHC FRET 7.
For O=C(CCC(=O)N(Cc1ccco1)C(C(=O)NC1CCCC1)c1ccncc1)Nc1cccnc1 (stereo not drawn) the results were p97 ATPase inh 3, EBV gp42 inh 2, m-calpain inh -6, TbHK1 inh 2, Furin inhibitor -30, Runt-CBFb FRET 0, p47phox inh -13, RBBP9 inhibitor -3 and Runt-SMMHC FRET 1.
For COc1ccc(C2C(C(C)=O)=C(O)C(=O)N2c2nc3ccccc3s2)cc1OC (stereo not drawn) the results were p97 ATPase inh 2, EBV gp42 inh -8, m-calpain inh -25, TbHK1 inh -26, Furin inhibitor -4, Runt-CBFb FRET 5, p47phox inh -9, RBBP9 inhibitor -2 and Runt-SMMHC FRET 4.
`O=C(CSc1nnc(-c2cc3ccccc3cc2O)n1Cc1ccco1)N1CCc2ccccc2C1` gave p97 ATPase inh -2, EBV gp42 inh -8, m-calpain inh -84, TbHK1 inh 4, Furin inhibitor -17[20 µM], Runt-CBFb FRET 32, p47phox inh -13, RBBP9 inhibitor -5 and Runt-SMMHC FRET 32.
Screening COCCNC(=O)c1ccc2snnc2c1 returned p97 ATPase inh -4, EBV gp42 inh 15, m-calpain inh 16, TbHK1 inh 6, Furin inhibitor -20[20 µM], Runt-CBFb FRET 0, p47phox inh -10, RBBP9 inhibitor -11 and Runt-SMMHC FRET 1.
Screening CN(C)c1c(N)[nH]c2c(c1=O)c(=O)n(C)c(=O)n2C returned p97 ATPase inh -4, EBV gp42 inh -10, m-calpain inh 12, TbHK1 inh -9, Furin inhibitor -16, Runt-CBFb FRET 1, p47phox inh -13, RBBP9 inhibitor -9 and Runt-SMMHC FRET 1.
O=C(CN1CCOCC1)N1CCN(c2ccc3ccccc3n2)CC1 was read as p97 ATPase inh 8, EBV gp42 inh -8, m-calpain inh -48, TbHK1 inh -17, Furin inhibitor -12, Runt-CBFb FRET -1, p47phox inh 5, RBBP9 inhibitor 0 and Runt-SMMHC FRET 0.
`O=C(c1cccs1)N1CCN=C1SCc1ccccc1F` gave p97 ATPase inh 7, EBV gp42 inh -12, m-calpain inh -4, TbHK1 inh 2, Furin inhibitor -28, Runt-CBFb FRET -1, p47phox inh -8, RBBP9 inhibitor -7 and Runt-SMMHC FRET -4.
COc1ccc(CCNC2CC(=O)N(C)C2=O)cc1OC (stereo not drawn) was read as p97 ATPase inh -6, EBV gp42 inh -5, m-calpain inh -13, TbHK1 inh 4, Furin inhibitor -14[20 µM], Runt-CBFb FRET 1, p47phox inh -10, RBBP9 inhibitor 3 and Runt-SMMHC FRET -2.
Screening CC(C)COP(=O)(c1ccc(N(C)C)cc1)C(O)c1cccnc1 (stereo not drawn) returned p97 ATPase inh -3, EBV gp42 inh -7, m-calpain inh -2, TbHK1 inh 9, Furin inhibitor -23, Runt-CBFb FRET 0, p47phox inh -4, RBBP9 inhibitor -8 and Runt-SMMHC FRET 1.
For N#C/C(=C1\CCCN1)c1ccc2ccccc2n1 the results were p97 ATPase inh -1, EBV gp42 inh -15, m-calpain inh 36, TbHK1 inh -4, Furin inhibitor -36, Runt-CBFb FRET -3, p47phox inh -16, RBBP9 inhibitor -11 and Runt-SMMHC FRET -5.
Screening Nc1ccc(N2CCN(C(=O)c3ccco3)CC2)cc1 returned p97 ATPase inh -3, EBV gp42 inh -8, m-calpain inh -2, TbHK1 inh 0, Furin inhibitor -3[20 µM], Runt-CBFb FRET 5, p47phox inh -7, RBBP9 inhibitor -1 and Runt-SMMHC FRET 0.
COc1cccc(N/C=C/C(=O)c2ccc(Cl)cc2)c1 was read as p97 ATPase inh 0, EBV gp42 inh -4, m-calpain inh -4, TbHK1 inh 4, Furin inhibitor -6, Runt-CBFb FRET -6, p47phox inh -17, RBBP9 inhibitor -7 and Runt-SMMHC FRET -6.

As a short view, some entries already given.
For COc1ccc(C2C(C(C)=O)=C(O)C(=O)N2c2nc3ccccc3s2)cc1OC (stereo not drawn) the results were p97 ATPase inh 2, EBV gp42 inh -8, m-calpain inh -25, TbHK1 inh -26, Furin inhibitor -4, Runt-CBFb FRET 5, p47phox inh -9, RBBP9 inhibitor -2 and Runt-SMMHC FRET 4.
`O=C(CSc1nnc(-c2cc3ccccc3cc2O)n1Cc1ccco1)N1CCc2ccccc2C1` gave p97 ATPase inh -2, EBV gp42 inh -8, m-calpain inh -84, TbHK1 inh 4, Furin inhibitor -17[20 µM], Runt-CBFb FRET 32, p47phox inh -13, RBBP9 inhibitor -5 and Runt-SMMHC FRET 32.

(next part)
CCCCNc1nc2c(S(=O)(=O)c3ccccc3)nnn2c2ccccc12 was read as p97 ATPase inh 3, EBV gp42 inh -2, m-calpain inh -120, TbHK1 inh -8, Furin inhibitor -28, Runt-CBFb FRET 0, p47phox inh -6, RBBP9 inhibitor -2 and Runt-SMMHC FRET -5.
Screening CC(C)C(=O)Nc1nc2ccc(S(C)(=O)=O)cc2s1 returned p97 ATPase inh -5, EBV gp42 inh -8, m-calpain inh 23, TbHK1 inh 5, Furin inhibitor 0, Runt-CBFb FRET -1, p47phox inh -8, RBBP9 inhibitor -8 and Runt-SMMHC FRET 1.
`CN(C)C(=O)CSc1nnc(-c2cccnc2)n1-c1ccccc1` gave p97 ATPase inh -4, EBV gp42 inh -11, m-calpain inh -26, TbHK1 inh -6, Furin inhibitor -19, Runt-CBFb FRET 2, p47phox inh -6, RBBP9 inhibitor -1 and Runt-SMMHC FRET -1.
`Cc1nn(C)c(C)c1S(=O)(=O)N(CC(=O)NCc1ccco1)c1ccc(C(C)C)cc1` gave p97 ATPase inh -5, EBV gp42 inh -3, m-calpain inh 12, TbHK1 inh -1, Furin inhibitor -14, Runt-CBFb FRET -2, p47phox inh -5, RBBP9 inhibitor -8 and Runt-SMMHC FRET -2.
O=C(CC(c1ccccc1)c1ccco1)N1CCOCC1 (stereo not drawn) was read as p97 ATPase inh 5, EBV gp42 inh -24, m-calpain inh 8, TbHK1 inh 0, Furin inhibitor 19[20 µM], Runt-CBFb FRET -2, p47phox inh -10, RBBP9 inhibitor 0 and Runt-SMMHC FRET -2.
OCn1c2ccccc2c2ccccc21 was read as p97 ATPase inh -1, EBV gp42 inh -7, m-calpain inh -4, TbHK1 inh 5, Furin inhibitor -31, Runt-CBFb FRET 0, p47phox inh 1, RBBP9 inhibitor -1 and Runt-SMMHC FRET -1.
Screening Nc1cnn(C2OC(CO)C(O)C2O)c(=O)n1 (stereo not drawn) returned p97 ATPase inh 3, EBV gp42 inh -3, m-calpain inh 16, TbHK1 inh 1, Furin inhibitor -28, Runt-CBFb FRET -1, p47phox inh 10, RBBP9 inhibitor 3 and Runt-SMMHC FRET -2.
Screening CN1C2C=C3C(C#N)=C(N)C(C#N)(C#N)[C@@H](c4ccc(Cl)cc4)[C@@H]3C1CC2 (stereo partly drawn) returned p97 ATPase inh 0, EBV gp42 inh -5, m-calpain inh -20, TbHK1 inh -1, Furin inhibitor -23, Runt-CBFb FRET -5, p47phox inh -5, RBBP9 inhibitor -6 and Runt-SMMHC FRET -16.
Oc1ccccc1-c1cc(-c2ccccc2Cl)[nH]n1 was read as p97 ATPase inh 3, EBV gp42 inh -5, m-calpain inh 37, TbHK1 inh 0, Furin inhibitor -23[20 µM], Runt-CBFb FRET -1, p47phox inh -16, RBBP9 inhibitor -4 and Runt-SMMHC FRET 3.
`C/C=C/C=C/[C@H]1Cc2cc(O)cc(O)c2O1` gave EBV gp42 inh 54*, m-calpain inh -59, TbHK1 inh -13, Furin inhibitor -36, Runt-CBFb FRET 4, p47phox inh -48 and Runt-SMMHC FRET -22.
`Cc1ccc2c(c1)N(CC(=O)NCc1ccco1)C(=O)CO2` gave p97 ATPase inh 2, EBV gp42 inh -25, m-calpain inh -5, TbHK1 inh 2, Furin inhibitor -12[20 µM], Runt-CBFb FRET 0, p47phox inh 0, RBBP9 inhibitor 3 and Runt-SMMHC FRET -1.
`COCCn1c(N2CCN(c3ccccc3)CC2)nc2c1c(=O)n(C)c(=O)n2C` gave p97 ATPase inh 3, EBV gp42 inh -6, m-calpain inh -21, TbHK1 inh 1, Furin inhibitor -26, Runt-CBFb FRET 0, p47phox inh -3, RBBP9 inhibitor 6 and Runt-SMMHC FRET 1.
Screening CCc1ccc(NC(=O)N(CCN2CCOCC2)C2CCN(C(C)=O)CC2)cc1 returned p97 ATPase inh 0, EBV gp42 inh -31, m-calpain inh 2, TbHK1 inh 2, Furin inhibitor -2, Runt-CBFb FRET -1, p47phox inh 2, RBBP9 inhibitor -3 and Runt-SMMHC FRET -10.
`Oc1ccc(CCC2CCCCN2Cc2nc(C3CC3)no2)cc1` (stereo not drawn) gave p97 ATPase inh 3, EBV gp42 inh -8, m-calpain inh -27, TbHK1 inh 1, Furin inhibitor -27, Runt-CBFb FRET 0, p47phox inh -9, RBBP9 inhibitor -2 and Runt-SMMHC FRET -1.
O=S1(=O)CCC(NC(=S)SCc2ccccc2Br)C1 (stereo not drawn) was read as p97 ATPase inh 10, EBV gp42 inh -2, m-calpain inh 3, TbHK1 inh 3, Furin inhibitor -32, Runt-CBFb FRET 4, p47phox inh -9, RBBP9 inhibitor -7 and Runt-SMMHC FRET 4.
